Assay outcomes from PubChem.
WT yeast gro inh: growth inhibition of WT yeast, mitochondrial fusion screen. mitochondrial fusion phenotypic screen, WT strain. inhibition, % at 10 µM. 190,000 compounds, 2.1% hits; in the data active = inhibition above about 58%; tested in S. cerevisiae
Myeloid diff MLP: compounds promoting myeloid differentiation; ER-HoxA9 myeloid progenitors, lysozyme-GFP differentiation, flow cytometry; calls only at 10 µM; 360,000 compounds, 1% hits; AID 624256;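 active = normalized GFP-positive differentiation at or above the plate's own cutoff, the solvent-only control mean plus 3 SD; inconclusive = no clear call, values can overlap the other calls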;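 also: cells exposed to compound for four days before flow analysis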
PMI inhibitors: inhibitors of human PMI, primary screen, biochemical, fluorescence intensity, coupled assay (AID 1209) | inhibition, % at 20 µM, or IC50 in µM where a hit was titrated | purified PMI enzyme, coupled fluorescence intensity; higher % means a stronger effect | 190,000 compounds, 0.42% hits;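 also: plate controls were DMSO vehicle for no effect and wells lacking substrate for full effect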
PMI inhibition: MPI inhibition at elevated mannose 6-phosphate – biochemical, fluorescence intensity, high mannose 6-phosphate, primary screen (AID 1220) | recombinant PMI enzyme, coupled fluorescence intensity; higher % means a stronger effect | inhibition, % at 20 µM, or IC50 in µM where a hit was titrated | 190,000 compounds, 0.66% hits
RSV antiviral HEp-2: inhibition of RSV-induced cytopathic effect – HEp-2 cells, primary 10 µM value included (AID 2391) | 310,000 compounds, 0.13% hits | HEp-2 cells, RSV-induced CPE inhibition; higher % means a stronger effect | one-dose CPE inhibition, % at 10 µM; IC50 in µM for titrated hits; in the data active = a potency from the dose series; inconclusive = CPE inhibition mostly from about 23% at the one dose, without a potency; inactive = the rest, 99 in 100 with CPE inhibition below about 21%; also: strong numbers were not always called active
PhoP inhibition: PhoP-dependent GFP reporter repression – Salmonella Typhimurium, primary screen (AID 1863). S. Typhimurium PhoP-regulated promoter GFP reporter, 4 h; higher % means a stronger effect. one-dose inhibition, % at 50 µM; IC50 in µM for titrated hits. 300,000 compounds, 0.16% hits;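 active = inhibition over 29.93%, a cutoff 3 SD above the screen mean, later confirmed by dose response; inconclusive = inhibition over 29.93% but no dose response follow-up; inactive = inhibition at most 29.93% or unconfirmed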;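 also: 0% = low Mg2+ inducing control and 100% = high Mg2+ repressing control; strong numbers were not always called active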
XIAP displacement: small molecules displacing peptide from XIAP – biochemical, IAP family, fluorescence polarization (AID 1018). XIAP BIR domain, fluorescence polarization peptide displacement; higher % means a stronger effect. one-dose displacement, % at 20 µM; IC50 in µM for titrated hits. 200,000 compounds, 0.007% hits; in the data active = displacement above about 50%; also: a part of the inactive calls stands beside numbers as strong as those of hits
Siah-1 displacement: blockers of Siah-1 interaction with plectin peptide – biochemical, fluorescence polarization, rhodamine-plectin, uHTS, primary screen (AID 1817); Siah-1 / rhodamine-plectin peptide fluorescence polarization; higher % means a stronger effect; displacement, % at 20 µM; hits with a dose series show IC50 in µM; 290,000 compounds, 0.02% hits;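 active = displacement of at least 50% at 20 µM, with a fluorescence ratio check between 0.3 and a set limit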;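 also: plate controls were Siah plus tracer with DMSO for no effect and tracer alone without Siah for full effect; strong numbers were not always called active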
TNAP activators: human TNAP enzyme activators, primary screen, biochemical, luminescent, no phosphate acceptor, uHTS (AID 1001). 200,000 compounds, 0.03% hits. activation fold at 20 µM; hits with a dose series show EC50 in µM. purified TNAP, luminescent activation assay, no phosphate acceptor; higher activation fold means a stronger effect; in the data active = activation fold from about 3, or a potency from the dose series; inactive = the rest, 99 in 100 with activation fold below about 1.6; also: many of its hits are not listed in these tables
WT yeast gro inh mutant strain: second read-out of WT yeast gro inh, no call of its own (marks repeat the call); inhibition, %; mitochondrial fusion phenotypic screen, mutant strain inhibition
Myeloid diff MLP GFP+ MAC1+ %: second read-out of Myeloid diff MLP, no call of its own (marks repeat the call); GFP+ MAC1+ double positive, %; measured here: differentiation confirmed by MAC1 staining
* marks the source's active call; other numbers are inactive results; i = inactive; ? = inconclusive; / = no result given; + = active, no number. Rule as the data show it, unless noted: active = inhibition above about 50%; inactive = the rest.

SMILES	WT yeast gro inh	WT yeast gro inh mutant strain	Myeloid diff MLP	Myeloid diff MLP GFP+ MAC1+ %	PMI inhibitors	PMI inhibition	RSV antiviral HEp-2	PhoP inhibition	XIAP displacement	Siah-1 displacement	TNAP activators
Cc1nn(C)c(C)c1-c1c(C#N)c(N)nc2c1CCCCCC2	-13	-7	i	0.7	-7%	-2%	-0.2%	-3%	-5.2%	0%	1.1
Cc1ccc(-c2cc(C(=O)N3CCN(c4ncccn4)CC3)c3ccccc3n2)cc1	20	21	i	0.7	-1%	7%	?	-6%	0.2%	-1%	1.1
COc1cccc(-c2cc(C(F)(F)F)n3ncc(C(=O)N4CCc5ccccc5C4)c3n2)c1	49	42	i	0.5	19%	18%	0.1%	4%	-9.9%	-2%	1.1
N=c1n(Cc2ccccc2)c2ccccc2n1CC(O)c1ccco1 (stereo unspecified)	-5	-1	+	2.6*	-8%	-9%	0.9%	-5%	-1.0%	-2%	1
COc1ccc2oc(-c3ccccc3[N+](=O)[O-])cc(=O)c2c1	-14	-10	/	/	10%	17%	-0.5%	0%	-9.2%	-4%	1.1
CCCCn1c(N)c(N(CCOC)C(=O)CN2C(=O)c3ccccc3C2=O)c(=O)[nH]c1=O	/	/	i	1.0	/	/	2.8%	-4%	/	0%	/
Cc1ccc(N(C(=O)CNC(=O)c2ccco2)C(C(=O)NC2CCCC2)c2ccncc2)c(C)c1 (stereo unspecified)	/	/	?	/	/	/	0.4%	-3%	/	0%	/
O=C(NCc1ccc(Cl)cc1Cl)c1ccc2nc[nH]c2c1	1	7	i	0.4	5%	5%	6.4%	-2%	-5.1%	-8%	1.3
O=C(N=Nc1c(O)[nH]c2ccccc12)c1cc(-c2cccs2)[nH]n1	/	/	i	0.4	/	/	0.5%	10%	/	2%	/
CCOC(=O)CSc1nnc(CNC(=O)c2ccccc2OC)n1-c1ccc(OC)cc1	-5	7	i	6.2	8%	-1%	0.6%	-3%	-2.6%	-7%	1.1
COc1ccc(CNC(=O)C(C)N2CCN(c3ccc(C(C)=O)cc3)CC2)cc1 (stereo unspecified)	/	/	i	0.2	/	/	2.6%	-2%	/	-2%	/
CC(C)c1ccc(N(CC(=O)NCCSC(C)(C)C)S(C)(=O)=O)cc1	3	7	i	3.3	-10%	-11%	1.2%	-11%	-1.8%	-2%	1.1
CCCC(=O)c1ccc(N2CCN(S(=O)(=O)c3ccccc3)CC2)c(F)c1	-5	-1	i	1.1	-12%	10%	2.2%	-5%	-0.2%	3%	1.1
O=C(NCCCn1ccnc1)c1cnn2c1NC(c1ccccc1)CC2C(F)(F)F (stereo unspecified)	-4	7	i	4.5	5%	2%	0.7%	1%	-4.2%	2%	1.1
CCC1CCCCN1CC(=O)c1c(C)[nH]c2cc(C)ccc12 (stereo unspecified)	/	/	i	0.6	/	/	1.3%	-11%	/	-3%	/
Cn1c(CC(=O)Nc2ccccc2Cl)nnc1SCC(=O)Nc1nncs1	/	/	i	0.3	/	/	0.6%	0%	/	5%	/
COC(=O)c1ccccc1NC(=O)Cn1c(-c2nonc2N)nc2ccccc21	11	16	?	/	7%	5%	1.6%	-5%	2.1%	5%	1.1
COc1ccc(-n2c(C)cc(C(=O)CSc3nnc(-c4cccs4)o3)c2C)cc1	4	23	i	3.5	9%	27%	9.4%	-12%	-3.6%	4%	1.1
Cc1ccc(Nc2nc(NCCO)c3ccccc3n2)cc1C	/	/	i	0.3	/	/	?	-15%	/	-4%	/
CN(C)c1ccc(C(CNS(=O)(=O)c2ccc3ccccc3c2)c2c[nH]c3ccccc23)cc1 (stereo unspecified)	-4	4	i	0.3	23%	14%	3.3%	0%	0.8%	-7%	1.1
COc1ccc(NS(=O)(=O)c2ccc3c(c2)NC(=O)CO3)c(OC)c1	/	/	i	2.8	/	/	0.8%	-4%	/	-3%	/
O=C(CC1(O)C(=O)N(Cc2ccc3c(c2)OCO3)c2ccccc21)c1ccccc1 (stereo unspecified)	31	-22	?	/	9%	13%	5.4%	19%	-2.0%	-1%	1.1
COCCn1c(-c2ccc(F)cc2)nc2oc3cc(OC)ccc3c(=O)c2c1=O	/	/	i	0.5	/	/	2.6%	1%	/	4%	/
O=c1[nH]c2cc([N+](=O)[O-])c([N+](=O)[O-])cc2[nH]c1=O	-11	3	i	0.1	10%	17%	2.2%	-5%	-4.0%	-2%	1.1
COc1cccc(CNC(=O)c2cccc(Br)c2)c1	-5	1	i	0.4	-9%	-5%	3.1%	-5%	-29%	-2%	1
CCc1ccc(NC(=O)CCn2nc(C)c(S(=O)(=O)N3CCCCC3)c2C)cc1	/	/	i	1.5	/	/	0.0%	-10%	/	-2%	/
COc1ccc(CCC(=O)N2CCN(c3ccccc3)CC2)cc1OC	/	/	i	0.3	/	/	0.9%	0%	/	5%	/
CN1CCN(C(=O)Nc2ccccc2)CC1	12	-7	i	1.0	2%	-4%	1.4%	5%	-2.8%	2%	1.1
O=C(NCC1CCCO1)C(C(=O)c1ccc(F)cc1)n1ccccc1=O (stereo unspecified)	7	10	i	1.5	4%	9%	-0.7%	2%	-5.1%	1%	1.1
O=S(=O)(NCc1ccccc1)NCc1cccc(C(F)(F)F)c1	-9	1	i	0.5	7%	10%	0.4%	-1%	-5.5%	-5%	1.2
Cc1cccc(CC(=O)Nc2cccnc2)c1	/	/	i	0.8	/	/	0.6%	12%	/	-2%	/
CCc1nc2sc3c(=O)n(N)cnc3c2c2c1COC(C)(C)C2	-9	-1	/	/	15%	14%	0.3%	1%	-14%	1%	1
Cc1ccc(S(=O)(=O)/N=C2/C=C(Sc3ncn[nH]3)C(=O)c3ccccc32)c(C)c1	74	78	/	/	101%*	93%*	-1.0%	192%	-5.1%	55%	0.7
O=C1c2ccccc2C(=O)C1(CO)c1ccccc1	-4	9	i	0.1	2%	3%	1.7%	-8%	-2.5%	4%	1.2
NC(=O)CN(C/C=C/c1ccccc1)C/C=C/c1ccccc1	/	/	i	0.5	/	/	-0.6%	4%	/	-1%	/
CCc1ccccc1S(=O)(=O)Cc1ccc(C(=O)N2CCN(c3ccccc3OC)CC2)o1	12	0	i	1.4	7%	3%	33%	5%	3.1%	-2%	1.1
CCOc1ccc(-n2c(C)cc(C(=O)CCl)c2C)cc1	1	14	/	/	-8%	11%	18%	0%	-6.0%	-2%	1.2
CCOc1ccc(C(=S)N2CCCC2)c(OCC)c1	/	/	i	0.6	/	/	0.9%	4%	/	-4%	/
CCOC(=O)c1c(C)[nH]c(N=Nc2ccc(C)cc2)c1C	7	6	i	4.3	6%	1%	22%	-7%	-2.2%	4%	0.7
Cc1ccc(NC(=S)N(CCN(C)C)C(C)c2ccco2)c(C)c1 (stereo unspecified)	/	/	i	0.5	/	/	-1.0%	-2%	/	6%	/
COc1cc2cc(C(=O)N/N=C/c3ccc(F)cc3)[nH]c2cc1OC	/	/	i	0.3	/	/	1.3%	-8%	/	0%	/
Cc1ccc(S(=O)(=O)N2CCN(C(=O)C3CCCC3)CC2)cc1C	/	/	i	0.6	/	/	3.0%	-11%	/	-1%	/
CCCC(=O)Nc1ccc(C(=O)NNC(=O)c2cccc([N+](=O)[O-])c2)cc1	7	-2	i	0.1	19%	16%	-0.1%	-6%	-7.4%	2%	1.1
CCc1ccc(C2c3[nH]c4ccccc4c3CCN2C(=O)CN2CCN(CC)CC2)cc1 (stereo unspecified)	16	18	i	0.2	8%	2%	-1.6%	-5%	-7.0%	4%	1.2
COP(C)(=O)c1c(C)nn(-c2ccccc2)c1C (stereo unspecified)	2	9	i	0.6	2%	-5%	0.1%	3%	-1.1%	-4%	1
COc1ccc(-n2nnnc2SCC(=O)Nc2cc(OC)c([N+](=O)[O-])cc2C)cc1	10	3	i	0.8	-3%	-6%	0.2%	-9%	-6.3%	0%	0.9
O=C(COC(=O)c1cc(S(=O)(=O)N2CCOCC2)ccc1F)c1ccc[nH]1	-7	4	i	2.2	-4%	4%	0.2%	-17%	-7.6%	4%	1.2
CCCCSc1nc(C)cc(SCC(=O)N/N=C/c2ccccc2)n1	12	10	i	0.8	7%	5%	13%	3%	-8.2%	4%	1
CCN(CC)CCCNC(=O)/C=C/C(=O)O	/	/	i	0.5	/	/	1.6%	-12%	/	8%	/
Cc1ccc(C(C)NC(=O)C23CC4CC(CC(C4)C2)C3)cc1 (stereo unspecified)	2	7	i	1.1	8%	13%	-0.4%	4%	-9.4%	4%	1.1

An excerpt from above in order of molar mass, descending:
SMILES	WT yeast gro inh	WT yeast gro inh mutant strain	Myeloid diff MLP	Myeloid diff MLP GFP+ MAC1+ %	PMI inhibitors	PMI inhibition	RSV antiviral HEp-2	PhoP inhibition	XIAP displacement	Siah-1 displacement	TNAP activators
O=C(COC(=O)c1cc(S(=O)(=O)N2CCOCC2)ccc1F)c1ccc[nH]1	-7	4	i	2.2	-4%	4%	0.2%	-17%	-7.6%	4%	1.2
Cc1ccc(S(=O)(=O)N2CCN(C(=O)C3CCCC3)CC2)cc1C	/	/	i	0.6	/	/	3.0%	-11%	/	-1%	/
CCN(CC)CCCNC(=O)/C=C/C(=O)O	/	/	i	0.5	/	/	1.6%	-12%	/	8%	/

(continued)
SMILES	WT yeast gro inh	WT yeast gro inh mutant strain	Myeloid diff MLP	Myeloid diff MLP GFP+ MAC1+ %	PMI inhibitors	PMI inhibition	RSV antiviral HEp-2	PhoP inhibition	XIAP displacement	Siah-1 displacement	TNAP activators
CCOc1ccccc1NC(=O)Cn1c(=O)n(-c2ccc(OC)cc2OC)c(=O)c2c(C)c(C(=O)N(CC)CC)sc21	-5	-3	i	0.3	-1%	1%	1.3%	-6%	-17%	-2%	1.1
Cn1c(SCC(=O)N2CCCc3ccccc32)nc2ccccc2c1=O	2	5	i	1.2	-15%	-15%	6.0%	-2%	-6.8%	4%	1.1
CCCn1c(N)c(N(CCOC)C(=O)c2ccc(F)cc2)c(=O)[nH]c1=O	/	/	i	0.3	/	/	0.5%	1%	/	-1%	/
COc1ccc(/C=C2/SC(=O)N(CC(=O)NCCC(C)C)C2=O)cc1OC	-13	-9	i	1.2	-2%	-10%	-0.5%	3%	-4.2%	9%	1.1
CCOC(=O)CNC(=O)CSc1nnc(-c2cccc(C)c2)n1-c1ccc(OC)cc1	-13	-6	i	1.0	-5%	2%	1.3%	4%	2.8%	-4%	1.1
CCOC(=O)c1[nH]c2ccc(Br)cc2c1NC(=O)CNC	-2	6	i	3.6	-1%	-6%	1.0%	0%	-1.7%	-4%	1.1
S=c1[nH]nc(CN2CCCCC2)n1Cc1ccccc1	-8	15	i	0.6	-8%	-9%	-1.7%	-8%	-4.0%	16%	1
O=C(OCC(=O)c1ccc[nH]1)c1ccc(S(=O)(=O)N2CCCCCC2)cc1	-5	-6	i	0.8	1%	6%	0.7%	3%	0.9%	0%	1.1
O=C(Cc1cccc2ccccc12)N1CCN(c2ncccn2)CC1	-14	0	i	0.5	-10%	-2%	-0.3%	6%	-5.0%	0%	1.1
CC(C)(C)c1ccc(/C=N/NC(=O)C2CCCC2)cc1	/	/	i	0.8	/	/	2.8%	-1%	/	1%	/

No enrichment for hits, and some 3.1% of all compounds hit somewhere here.
